Compound activity as filed in PubChem BioAssay.
DAX1 inh-1 = inhibitors of human orphan nuclear receptor DAX1 (NR0B1); P51843; HEK293 Gal4-DAX1 luciferase reporter, luminescence; inhibition, % at 6.75 µM; 340,000 compounds, 0.99% hits; AID 504766;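 active = inhibition above the mean over all tested compounds plus 3 SD, cut at about 4.2% in these data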;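 note: 0% = DAX1-transfected cells with DMSO and 100% = empty-vector control cells with DMSO; inhibition shows as a rise in luminescence from relieved DAX1 repression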
Target sequence (P51843 207-470 limits assumed): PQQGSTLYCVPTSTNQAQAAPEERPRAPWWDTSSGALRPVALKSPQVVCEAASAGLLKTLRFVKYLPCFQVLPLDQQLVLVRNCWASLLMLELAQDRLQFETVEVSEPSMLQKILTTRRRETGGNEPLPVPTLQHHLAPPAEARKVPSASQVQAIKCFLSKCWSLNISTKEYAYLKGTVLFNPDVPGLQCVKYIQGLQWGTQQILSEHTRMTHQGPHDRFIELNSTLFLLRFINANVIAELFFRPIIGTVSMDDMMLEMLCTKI
NPR2 activator = GC-B (human) receptor activation | P20594 | HEK293-GC-B cells, CNP EC30, cGMP TR-FRET; 0% at EC30 CNP, 100% saturating CNP | activation, % at 10 µM | 370,000 compounds, 0.11% hits | AID 1920062;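 active = activation at 10 µM reaching about 35% in either raw or pattern-adjusted values, limit read from the data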
hcDAF12 agonist = H. contortus DAF-12 activation, primary screen | activation, % at 6.8 µM | HEK293 hcDAF-12 lit1-tk-luc reporter, luminescence; 0% DMSO, 100% Δ7-dafachronic acid | 370,000 compounds, 1.4% hits;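 active = activation above the mean of all tested compounds plus 3 SD, cut at about 5.5% in these data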;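 note: 100% = response to 3 µM Δ7-dafachronic acid high control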
GC-A act = GC-A (human) enzyme activation; HEK293 GC-A cells, cGMP TR-FRET, EC30 ANP; 0% at EC30 ANP, 100% saturating ANP; activation, % at 10 µM; 370,000 compounds, 0.14% hits; in the data active = activation above about 40%
hgDAF-12 ag = hgDAF-12 agonism, primary luciferase screen | activation, % at 6.8 µM | 370,000 compounds, 1.8% hits | HEK293 GAL4-hgDAF12 UAS-luciferase reporter, agonist luminescence; normalized to butyrate control;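 active = activation above a cutoff set at the mean of all screened compounds plus 3 SD, cut at about 10% in these data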;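 note: 0% = DMSO wells and 100% = sodium butyrate wells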
ADAM10 inh = inhibits human ADAM10 | 370,000 compounds, 0.62% hits | recombinant ADAM10, EDANS/DABCYL FRET peptide cleavage, 3 h | inhibition, % at 7 µM | O14672;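 active = inhibition above a per-campaign cutoff equal to the mean of compounds falling between control-based bounds plus 3 SD, cut at about 20% in these data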;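 note: 0% = DMSO wells while the 100% control is not disclosed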
Target sequence (O14672 214-748 limits assumed): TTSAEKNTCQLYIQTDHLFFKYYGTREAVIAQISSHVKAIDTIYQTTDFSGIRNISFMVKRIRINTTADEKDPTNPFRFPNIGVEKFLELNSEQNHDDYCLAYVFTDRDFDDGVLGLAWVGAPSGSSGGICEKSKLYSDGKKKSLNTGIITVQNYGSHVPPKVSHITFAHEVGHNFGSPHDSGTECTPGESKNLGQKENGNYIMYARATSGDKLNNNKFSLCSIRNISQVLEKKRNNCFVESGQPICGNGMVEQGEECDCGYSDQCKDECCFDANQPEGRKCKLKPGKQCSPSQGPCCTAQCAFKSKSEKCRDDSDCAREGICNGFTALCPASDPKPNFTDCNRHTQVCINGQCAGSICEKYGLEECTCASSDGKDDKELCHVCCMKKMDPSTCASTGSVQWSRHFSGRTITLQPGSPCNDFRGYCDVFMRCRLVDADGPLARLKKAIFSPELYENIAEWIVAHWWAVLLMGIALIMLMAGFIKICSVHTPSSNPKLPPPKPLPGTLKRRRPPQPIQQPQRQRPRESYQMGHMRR
FXN GAA850 act = frataxin GAA850 promoter activation; 360,000 compounds, 0.56% hits; activation, % at 6 µM; AID 540364; HEK293 lucGAA850 FXN promoter luciferase reporter, 24 h; percent of 10 µM SAHA response;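 active = activation above the average of all compounds screened plus 3 SD, cutoff fixed separately per campaign, cut at about 7.5% in these data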;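 note: 0% = DMSO wells and 100% = 10 µM SAHA wells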
DAX1 inh-2 = DAX1 (NR0B1) inhibition, primary screen | HEK293T StAR-luciferase reporter, SF-1/DAX-1 repression relief | inhibition, % at 6.8 µM | 370,000 compounds, 1.1% hits | AID 652010;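 active = inhibition above the mean over all tested compounds plus 3 SD, cut at about 3.6% in these data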;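 note: 0% = DAX-1 cells with DMSO and 100% = cells lacking DAX-1 with DMSO; higher inhibition means more luminescence from relief of DAX-1 repression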
SMARCA2 activ = increases SMARCA2 function in MMTV reporter cells; 370,000 compounds, 1% hits; activation, % at 9.1 µM; MG213 cells, MMTV-luciferase reporter, dexamethasone, overnight; in the data active = activation above about 7.8%;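 note: 0% = vehicle wells and 100% = reference activator wells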
ssDAF12 agonist = activates DAF-12 receptor from parasite S. stercoralis; HEK293 ssDAF-12/GRIP1 lit1-tk-luc reporter, luminescence; % of 3 µM dafachronic acid response; activation, % at 6.8 µM; 370,000 compounds, 1% hits; AID 652126;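 active = activation above the mean over all tested compounds plus 3 SD, cut at about 0.9% in these data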;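 note: 0% = DMSO-only wells and 100% = 3 µM delta7-dafachronic acid wells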
sPLA2-III inh = Inhibits HGIII-sPLA2 liposome hydrolysis, primary screen; AID 743126; 370,000 compounds, 0.56% hits; QFRET BODIPY PC-A2 liposome hydrolysis, fluorescence; inhibition, % at 12.2 µM;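 active = inhibition above mean plus 3 SD of compounds lying within the high and low control bounds, cut at about 19% in these data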;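 note: 0% = median of test compound wells and 100% = no enzyme DMSO wells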
Numbers without * were called inactive; i = inactive; · = not tested or not shown.

SMILES	DAX1 inh-1	NPR2 activator	hcDAF12 agonist	GC-A act	hgDAF-12 ag	ADAM10 inh	FXN GAA850 act	DAX1 inh-2	SMARCA2 activ	ssDAF12 agonist	sPLA2-III inh
CC(CC(=O)NCCc1ccc(S(N)(=O)=O)cc1)c1ccccc1 (configuration not stated)	1.2	1.4	0.6	2.7	1.6	2.0	2.5	-0.1	-4.0	-1.2	-0.2
CCN1CCN(C(=O)c2ccccc2N(Cc2ccccc2)S(=O)(=O)c2ccc(C)cc2)CC1	-5.6	-1.7	-0.9	-5.8	-1.2	0.8	-3.0	-0.7	-2.8	-1.5	1.3
CC1Cc2nc(SCC(=O)Nc3ccc4c(c3)OCO4)n(-c3ccc(F)cc3)c(=O)c2S1 (configuration not stated)	-0.7	4.9	-0.8	7.4	-1.7	-6.1	-1.7	-0.2	-1.6	-1.6	2.8
COc1cccc2cc(C(=O)c3ccc([N+](=O)[O-])cc3)oc12	1.6	-13.1	-1.5	-7.4	2.8	-11.1	1.1	-0.7	0.4	-0.2	11.5
Cc1ccc(-n2nc(C)c(NS(=O)(=O)c3ccccc3)c2C)cc1C	0.2	3.6	-3.4	0.4	-1.1	2.1	2.4	-0.7	1.1	-1.4	-19.9
O=C(CN1CCN(Cc2ccccc2Cl)C1=O)N1CCCCCC1	-0.9	1.7	-1.4	2.4	-2.9	3.1	1.7	-0.2	1.8	-1.2	-1.1
CCN(CC)CCCNC(=O)c1cc2c(=O)n(CC)c3ccccc3c2s1	3.8	-1.3	1.6	-2.7	-1.5	i	1.2	1.9	4.2	0.0	2.8
CCC(C)C(NC(=O)/C(=C\c1ccccc1)NC(=O)c1ccc(OC)cc1)C(=O)O (configuration not stated)	1.9	0.8	-0.3	1.1	0.0	1.5	1.0	0.6	0.4	-0.8	2.3
O=C1[C@@H]2[C@@H]3C[C@@H]([C@H]4ON=C(c5ccc(Cl)cc5)[C@@H]34)[C@@H]2C(=O)N1c1ccc2c(c1)OCO2	-0.8	1.0	0.7	-1.1	-1.2	8.3	1.3	-0.3	-5.3	-0.9	-8.9
CCC(c1nnnn1-c1c(C)cccc1C)N1CCN(CCN2CCOCC2)CC1 (configuration not stated)	·	2.2	0.7	-0.5	2.0	-7.2	·	1.8	-5.8	0.3	5.5
CCOC(=O)C1CCCN(c2c(N3CCOCC3)c(=O)c2=O)C1 (configuration not stated)	-0.3	3.9	-0.7	-5.4	1.4	-2.1	-0.6	1.6	2.6	-1.6	0.3
O=C(CCCCCn1c(=S)[nH]c2ccc(Br)cc2c1=O)NCC1CCCO1 (configuration not stated)	1.4	-6.6	-1.8	1.3	-0.5	1.8	2.0	0.4	-0.8	-1.3	0.2
CC1(C)CC(NC(=O)C23CCC(C)(C(=O)C2=O)C3(C)C)CC(C)(C)N1 (configuration not stated)	1.0	1.3	-2.2	-0.2	-3.1	-4.4	1.4	-0.1	-2.1	-1.7	5.8
O=C1c2ccccc2C(=O)N1CC1c2ccccc2CCN1S(=O)(=O)c1cnc[nH]1 (configuration not stated)	1.1	0.3	0.0	-1.3	0.5	2.7	0.7	0.0	2.2	-1.0	-45.0
COc1ccc(CCN2C(=O)CC(Sc3ncccc3C(=O)O)C2=O)cc1OC (configuration not stated)	-0.4	1.5	-0.6	1.9	0.0	-1.5	-3.6	0.1	-1.2	-1.6	-1.9
C#CCOCCOCCOCCNc1nc(N2CCOCC2)nc(N2CCN(C(=O)[C@H](CC(N)=O)n3cc([C@@H](N)C(C)C)nn3)CC2)n1	-0.2	4.3	-0.3	1.8	-0.2	1.5	0.5	0.8	0.4	-1.3	0.8
CC(=O)C1CCC2C3CCC4=CC(=O)CCC4(C)C3C(O)CC12C (configuration not stated)	·	-5.2	-4.3	-3.0	-0.9	9.8	-2.2	-0.2	-2.9	-0.7	1.6
O=C(Nc1ccc2c(c1)OCCO2)c1ccncc1	0.3	5.2	0.5	-3.0	1.3	-3.9	0.9	0.6	0.7	-1.4	7.1
CCOc1cc(C(=O)Nc2ccc(N3CCN(C(C)=O)CC3)cc2)cc(OCC)c1OCC	-0.7	3.0	-2.2	3.6	0.5	4.2	-1.2	-0.2	0.2	-1.3	3.4
COCCNC(=O)C(OC(=O)C1=Cc2ccccc2OC1)C(C)C (configuration not stated)	0.7	-2.2	-1.5	-1.0	-2.9	-55.7	-2.0	-1.1	-0.5	-1.9	2.5
Cc1c(Cl)cccc1N(Cc1ccc(C(=O)O)cc1)S(=O)(=O)c1ccccc1	-0.1	-0.6	0.9	2.9	-2.1	-7.8	0.7	0.0	0.4	-0.1	-15.0
COc1cc(NC(=O)c2cc(-c3ccc4c(c3)OCO4)on2)cc(OC)c1OC	1.8	1.6	-2.5	4.8	-2.6	-1.8	-3.2	-0.7	-2.6	-0.8	6.0
COc1ccc(OC)c(-c2csc(NC(=O)CSCc3c(C)noc3C)n2)c1	-0.9	-5.2	-2.3	-1.5	0.6	2.0	1.1	-0.1	1.5	-1.4	0.3
CCc1nn2c(N3CCOCC3)cc(C)nc2c1-c1ccc(F)cc1	1.1	-16.7	-3.0	-3.2	2.0	-1.4	-0.6	-0.9	1.4	-0.4	7.9
COc1ccccc1-c1ccc(SCC(=O)NCc2ccc3c(c2)OCO3)nn1	-0.8	0.2	-1.7	1.3	-3.2	-0.5	0.7	-0.2	-0.6	-1.8	-7.5

(listing goes on)
SMILES	DAX1 inh-1	NPR2 activator	hcDAF12 agonist	GC-A act	hgDAF-12 ag	ADAM10 inh	FXN GAA850 act	DAX1 inh-2	SMARCA2 activ	ssDAF12 agonist	sPLA2-III inh
COC(=O)c1ccc(NC(=O)c2ccc3nccnc3c2)cc1	-0.5	2.3	-2.6	1.6	2.9	14.5	-0.9	-0.3	-1.8	-1.1	4.3
COc1ccc(Cc2nnc(NC(=O)c3ccc(OC)c(OC)c3)s2)cc1OC	1.0	0.1	-2.7	6.0	-0.8	-1.4	1.9	0.0	1.1	-1.2	-1.8
CCN1C(=O)N(c2ccc(C(C)=O)cc2)S(=O)(=O)c2ccccc21	2.1	-1.4	1.5	6.9	0.5	2.0	0.5	0.3	-1.9	-0.6	11.3
Cc1ccc(CNS(=O)(=O)c2ccc(-c3cnc(C4CC4)o3)cc2)cc1	-0.2	4.1	-1.1	8.3	-1.6	-19.4	-1.1	-0.1	-3.2	-0.8	-12.0
Cc1nn(C)c(C)c1/C=N/NC(=O)CCn1cc([N+](=O)[O-])cn1	-0.2	-1.1	-0.5	3.5	1.0	13.3	1.1	0.8	3.0	-1.1	1.3
CC(COc1ccc(C(C)C)cc1)NC(=O)c1ccc(Br)o1 (configuration not stated)	0.6	-0.8	-2.3	-4.1	2.5	3.9	1.8	0.8	10.3*	-0.5	-3.5
CCCCN1C(=O)CCC(C(=O)O)C1c1ccc(OC)cc1 (configuration not stated)	2.2	7.0	-2.6	-1.6	0.0	7.9	-1.5	0.5	0.7	-1.0	3.6
COc1cccc(NC(=S)N(CCN(C)C)Cc2cccs2)c1	0.0	-1.1	0.2	2.4	1.9	2.9	1.2	-0.1	4.4	-1.1	0.8
COc1ccc(-c2sc(Nc3ccccc3)n[n+]2-c2ccc(F)cc2)c(C)c1C	2.7	-3.2	-0.8	-13.0	0.9	11.1	-4.6	-0.6	-0.3	-1.2	-9.1
O=C(CN1C(=O)c2ccccc2S1(=O)=O)NCCSCc1cccc(Cl)c1	-1.4	1.2	-2.4	-2.2	-3.1	-1.7	0.9	-0.3	-2.6	-1.0	-5.3

5 records drawn at random from the list so far, as already listed:
SMILES	DAX1 inh-1	NPR2 activator	hcDAF12 agonist	GC-A act	hgDAF-12 ag	ADAM10 inh	FXN GAA850 act	DAX1 inh-2	SMARCA2 activ	ssDAF12 agonist	sPLA2-III inh
COc1ccc(-c2sc(Nc3ccccc3)n[n+]2-c2ccc(F)cc2)c(C)c1C	2.7	-3.2	-0.8	-13.0	0.9	11.1	-4.6	-0.6	-0.3	-1.2	-9.1
CC(COc1ccc(C(C)C)cc1)NC(=O)c1ccc(Br)o1 (configuration not stated)	0.6	-0.8	-2.3	-4.1	2.5	3.9	1.8	0.8	10.3*	-0.5	-3.5
Cc1ccc(CNS(=O)(=O)c2ccc(-c3cnc(C4CC4)o3)cc2)cc1	-0.2	4.1	-1.1	8.3	-1.6	-19.4	-1.1	-0.1	-3.2	-0.8	-12.0
COc1ccc(Cc2nnc(NC(=O)c3ccc(OC)c(OC)c3)s2)cc1OC	1.0	0.1	-2.7	6.0	-0.8	-1.4	1.9	0.0	1.1	-1.2	-1.8
COc1cccc(NC(=S)N(CCN(C)C)Cc2cccs2)c1	0.0	-1.1	0.2	2.4	1.9	2.9	1.2	-0.1	4.4	-1.1	0.8
